MLL CXXC-DNA inh: inhibitors of human MLL CXXC domain-DNA interaction; Q03164; MLL-CXXC / FITC-HOXA9 DNA fluorescence polarization; Potency, µM (series often up to 115 µM), for the others: top-dose activity change, negative = inhibition, usual class: inhibitors; 0.037% of 290,000 active; active means well fitted inhibition curve with a large enough effect in the polarisation, with a control signal flat, not every such curve was filed as active; inconclusive means small, poorly fitted or top-dose-only effect, or effect the other way, or a change in a side signal; inactive means no such curve, though single readings can be large or run the other way; the % refers to the polarisation; further: potency means the concentration at half of the fitted maximal effect
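Steps: dispense CXXC domain solution (7 uM) → pin compounds or unlabeled HOX-A9 DNA control → 5 min ambient → add FLSN-HOX-A9 solution (50 nM) → spin → 30 min ambient → fluorescence polarization. Tris pH 7.5/NaCl/DTT/BSA buffer.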
a7 integrin act: integrin-mediated muscular dystrophy alleviation activation | 0.064% of 350,000 active | alpha7betagal myoblasts, beta-gal FDG fluorescence, 48 h | Potency, µM (series often up to 38.3 µM), for the others: top-dose activation, hits mostly activators | AID 624291;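 further: potency means the concentration at half of the fitted maximal effect; 100% = response of the positive control SU9516; nearly all actives have a fitted effect of over 60% in size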
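Alpha7betagal+/- myoblasts (passage 13) were plated 16-24 hr, then exposed to compounds (1:260 dilution of DMSO stock) for 48 hours at 37C. After MPER lysis, β-galactosidase reporter activity was read as FDG fluorescence (ex 480/em 540) after 30 minutes.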
Coupling enz: counter-screen for Giardia aldolase inhibitors: coupling enzyme system. coupling enzyme system counterscreen, AmpLite Red fluorescence. 0.67% of 290,000 active. activity change, negative = inhibition, % at 58.2 µM, hits read low; in the data active means activity change below about -30%; further: on the % scale 0 is the no-effect control and ±100 the full control effect
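Final compound at 57.5 uM, incubated 10 min at RT with coupling enzyme reagent (glyceraldehyde-3-phosphate), then 20 min with substrate and AmpLite Red detection. Fluorescence read at 525/598 nm; tests interference with the coupling assay, not aldolase inhibition.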
GALK inhibitor: inhibitors of human galactokinase; 0.007% of 270,000 active; P51570; Potency, µM (doses to about 57.5 µM), without a hit: top-dose activity change, negative = inhibition, most hits filed as inhibitors; Purified GALK, Kinase-Glo residual ATP luminescence; further: potency means the concentration at half of the fitted maximal effect; on the % scale 0 is the no-effect control and ±100 the full control effect
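5 nM enzyme, 35 uM ATP, 100 uM galactose, 20 mM HEPES pH8.0, 5 mM MgCl2; 1 h RT; residual ATP by Kinase-Glo Plus luminescence, qHTS format.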
KCNH2 3.1 block: blocks the human KCNH2 3.1 channel isoform | AID 720553 | activity change, % (tested at about 1.8 µM) | U2OS KCNH2 3.1, thallium flux FluxOr; stronger effect = lower value | 0.95% of 340,000 active;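 active means maximum activity change below -70%; inconclusive means maximum activity change from -70% to -50%; inactive means maximum activity change above -50%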;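 further: thallium influx rate constant from kinetic fluorescence after stimulation buffer; on the % scale 0 is the no-effect control and ±100 the full control effect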
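Channel expression came from 3.1 mutant virus (1.77 x 10^8 /mL) applied to suspended U2OS cells for 4 h. Flux was tracked with FluxOr dye plus Red40 quencher, and kinetic rate constants normalized to controls.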
S-ASM inh: inhibitors of human secretory acid sphingomyelinase; 0.006% of 340,000 active; placental ASM, HMU-PC fluorogenic substrate, 60 min; Potency, µM (doses to about 57.5 µM), for the others: top-dose activity change, negative = inhibition, most hits filed as inhibitors; P17405; further: potency means the concentration at half of the fitted maximal effect
Target sequence (P17405 47-631 limits assumed): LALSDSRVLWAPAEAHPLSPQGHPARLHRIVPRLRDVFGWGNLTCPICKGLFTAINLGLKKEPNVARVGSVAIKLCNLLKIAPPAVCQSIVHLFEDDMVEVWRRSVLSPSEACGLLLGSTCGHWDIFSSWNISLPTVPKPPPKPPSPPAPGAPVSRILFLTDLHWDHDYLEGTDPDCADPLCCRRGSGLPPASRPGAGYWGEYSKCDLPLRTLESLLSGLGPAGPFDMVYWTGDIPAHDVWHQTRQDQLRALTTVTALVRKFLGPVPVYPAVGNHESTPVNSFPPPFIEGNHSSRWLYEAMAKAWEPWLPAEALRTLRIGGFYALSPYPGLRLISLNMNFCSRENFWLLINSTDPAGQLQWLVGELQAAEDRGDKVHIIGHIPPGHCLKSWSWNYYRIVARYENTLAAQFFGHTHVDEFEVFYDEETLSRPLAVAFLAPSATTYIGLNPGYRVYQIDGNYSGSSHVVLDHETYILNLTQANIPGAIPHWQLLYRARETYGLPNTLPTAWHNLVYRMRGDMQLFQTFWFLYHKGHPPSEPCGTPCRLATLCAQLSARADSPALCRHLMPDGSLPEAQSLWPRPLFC
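Fluorogenic HMU-PC substrate (9 uM final) is turned over by placental ASM in 60 min at 37 C after a 10 min compound preincubation. Reaction ended by alkaline stop (pH 10), with fluorescence read at 386/447 nm.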
TRPV1 ag: activates the human vanilloid receptor TRPV1 | Q8NER1 | TRPV1-expressing cells, Fluo-8 calcium influx, agonist mode | activation, % at 8.33 µM | 0.19% of 320,000 active; in the data active means activation above about 80%; inconclusive means between about 30% and that limit; further: 0% is about no effect
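TRPV1-expressing cells were cultured overnight at 35.5C and loaded with Fluo-8 calcium dye for 40 to 90 min at room temperature. After a 10 s baseline, compound was added and calcium influx was read kinetically for 3 min (ex 480/em 520 nm).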
hERG WT inh: inhibitors of human wildtype KCNH2 potassium channel; U2OS, BacMam KCNH2, thallium flux FluxOr; stronger effect = lower value; Q12809; activity change, % at 1.84 µM; AID 720551; 0.37% of 340,000 active;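 active means maximum activity change below -70%; inconclusive means maximum activity change between -70% and -50%; inactive means maximum activity change above -50%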; further: on the % scale 0 is the no-effect control and ±100 the full control effect
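U2OS cells were transduced with wild-type KCNH2 virus (2.03 x 10^8 / mL) for 4 h at room temperature, then cultured overnight at 37 C. Thallium flux was read with FluxOr dye. Rate constants were normalized to DMSO controls.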
MBNL1 CUG block: inhibitors of human MBNL1 binding to CUG repeat RNA. Q9NR56. TR-FRET MBNL1-His/biotin-(CUG)12 binding, 665/545 ratio. Potency, µM (titrated, usually from 57.5 µM), for the others: at the highest dose activity change, negative = inhibition, usual class: inhibitors. 0.036% of 280,000 active; active means well fitted inhibition curve with a large enough effect in the signal ratio, with a control signal flat, not every such curve was filed as active; inconclusive means small, poorly fitted or top-dose-only effect, or effect the other way, or a change in a side signal; inactive means no such curve, though single readings can be large or run the other way; the % refers to the signal ratio; further: potency means the concentration at half of the fitted maximal effect; on the % scale 0 is the no-effect control and ±100 the full control effect
Target sequence (Q9NR56 whole entry, looked up): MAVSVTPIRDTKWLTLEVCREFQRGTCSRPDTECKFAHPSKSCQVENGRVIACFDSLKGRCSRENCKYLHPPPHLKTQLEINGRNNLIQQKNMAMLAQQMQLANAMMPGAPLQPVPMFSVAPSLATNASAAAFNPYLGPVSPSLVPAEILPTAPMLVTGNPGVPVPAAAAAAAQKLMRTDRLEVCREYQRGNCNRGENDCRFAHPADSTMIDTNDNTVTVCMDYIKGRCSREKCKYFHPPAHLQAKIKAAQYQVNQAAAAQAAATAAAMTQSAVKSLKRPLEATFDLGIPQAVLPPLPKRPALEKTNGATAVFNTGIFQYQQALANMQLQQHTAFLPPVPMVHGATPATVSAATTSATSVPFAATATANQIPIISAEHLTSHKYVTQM
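TR-FRET readout: Ex 340 nm, 665/545 nm emission ratio, normalized to buffer-only (basal) and MBNL1-(CUG)12 controls. Complex of MBNL1-His with Biotin-(CUG)12, compounds 92 nM–58 uM, incubated 60 min at room temperature.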
A-T KAP1 phos: candidate therapy for ataxia-telangiectasia | […] A-T fibroblasts, KAP-1 phosphorylation AlphaLISA; neocarzinostatin DNA damage 30 min before lysis | Potency, µM (top dose mostly 57.5 µM), without a hit: top-dose activation, hits mostly activators | 0.19% of 320,000 active; further: potency means the concentration at half of the fitted maximal effect; % of control where 0% means no effect; nearly all actives have a fitted effect of over 45% in size
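ATM-like activity read as KAP-1 phosphorylation via AlphaLISA donor/acceptor antibody pairs after lysis and 6 hr at 25C. Cells were ATM-null patient fibroblasts ([…], hTERT), dosed 60 min, then exposed to the DSB inducer NCS for 30 min.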
Starred values were filed as active, the others as inactive; i = inactive; ? = inconclusive; nt = no result given; [ ] = dose if it differs, or a comment. Unless noted, the call rests on the fitted dose curve; in most records, active means well fitted curve in the direction sought with a large enough effect; inconclusive means small, poorly fitted or top-dose-only effect, or another doubt; inactive means no such curve, though single readings can be large; an effect the other way counts as inactive or inconclusive.

1) COc1ccc(N2Cc3cccc(C(=O)N4CCOCC4)c3C2=O)cc1
2) O=C(CCC(=O)N1CCOCC1)NCc1cccc(C(F)(F)F)c1
3) CN(C(=O)CSc1nnc(-c2ccncc2)n1C)C1CCS(=O)(=O)C1 (stereo not given)
4) COc1ccccc1Nc1nc(N)nc(CN2CCN(c3ccccc3F)CC2)n1
5) CC(=O)Nc1ccc(C(=O)NNC(=O)c2cccc(C)c2)cc1
6) COc1cc(/C=N/NC(=O)Cc2ccccc2)cc([N+](=O)[O-])c1O
7) CC(C)[C@H](NC(=O)c1ccccc1)C(=O)OCC(=O)c1ccc2c(c1)NC(=O)CO2
8) COc1ccc(C)cc1NC(=S)NN1CCN(C)CC1
Assay by compound	1	2	3	4	5	6	7	8
MLL CXXC-DNA inh	-14.1%	nt	10.6%	3.2%	-3.1%	-10.9%	2.9%	-2.0%
a7 integrin act	-7.9%	6.4%	6.7%	-11.0%	3.4%	9.4%	-7.3%	19.3%
Coupling enz	1.6	nt	2.9	-10.7	-0.3	3.2	-2.2	0.1
GALK inhibitor	3.5%	nt	1.8%	2.3%	nt	3.0%	-0.5%	2.6%
KCNH2 3.1 block	-30.8	-0.5	-14.5	-19.3	-4.7	-4.4	-11.1	5.5
S-ASM inh	3.2%	-1.7%	2.4%	4.1%	2.8%	2.5%	0.4%	5.2%
TRPV1 ag	0.4	2.3	-5.8	-5.2	1.3	3.2	-1.6	2.0
hERG WT inh	13.6	8.2	0.9	20.7	-8.6	-0.6	-5.0	15.7
MBNL1 CUG block	-7.6%	nt	-4.1%	2.2%	12.4%	?	-2.2%	0.5%
A-T KAP1 phos	-3.2%	-2.4%	nt	16.4%	5.1%	5.3%	8.7%	-4.4%

9) Cc1c(C(N)=O)sc2ncn(CC(=O)OC(C)C)c(=O)c12
10) Cc1ccc(SCC(=O)NC(=O)c2ccccc2Br)c(C)c1
11) CCCCOc1ccc(C(=O)N/N=C/c2cn[nH]c2-c2ccc(OC)c(OC)c2)cc1
12) COc1ccc(C(=O)NCC23C=CC(O2)C2C(=O)N(Cc4ccccc4)C(=O)C23)cc1 (stereo not given)
13) S=C(NCC1CCCO1)NC1CC1 (stereo not given)
14) Cc1ccc(/C([O-])=C(/C(=S)NCc2ccco2)[n+]2ccccc2)cc1[N+](=O)[O-]
15) COc1cccc(C(=O)COC(=O)C2CC3CCCC(C2)C3=O)c1 (stereo not given)
16) COc1ccc(C(=O)N2CC3(C)CC2CC(C)(C)C3)cc1 (stereo not given)
Assay by compound	9	10	11	12	13	14	15	16
MLL CXXC-DNA inh	20.7%	nt	-10.1%	4.5%	-1.1%	-14.0%	nt	-1.9%
a7 integrin act	-0.6%	-5.7%	-19.0%	-7.4%	18.5%	?	2.4%	8.8%
Coupling enz	3.3	nt	-0.5	-0.1	0.0	-17.5	nt	0.1
GALK inhibitor	-0.2%	nt	0.9%	1.9%	-1.6%	-2.6%	nt	2.8%
KCNH2 3.1 block	-7.4	nt	-6.6	-13.0	-5.6	-10.3	18.4	10.2
S-ASM inh	3.9%	-0.6%	-9.8%	-0.4%	5.0%	-0.9%	-1.1%	1.5%
TRPV1 ag	2.6	nt	-4.1	1.0	3.0	-3.3	5.1	-1.4
hERG WT inh	-7.4	-20.3	6.2	21.0	-8.9	0.6	12.4	-10.1
MBNL1 CUG block	-1.8%	nt	10.8%	-0.7%	-6.9%	13.9%	nt	-5.7%
A-T KAP1 phos	-3.8%	14.0%	-4.1%	13.0%	3.7%	-2.0%	-4.8%	nt

2 compounds picked at random from the list so far, as already listed:
11) CCCCOc1ccc(C(=O)N/N=C/c2cn[nH]c2-c2ccc(OC)c(OC)c2)cc1
9) Cc1c(C(N)=O)sc2ncn(CC(=O)OC(C)C)c(=O)c12
Assay by compound	11	9
MLL CXXC-DNA inh	-10.1%	20.7%
a7 integrin act	-19.0%	-0.6%
Coupling enz	-0.5	3.3
GALK inhibitor	0.9%	-0.2%
KCNH2 3.1 block	-6.6	-7.4
S-ASM inh	-9.8%	3.9%
TRPV1 ag	-4.1	2.6
hERG WT inh	6.2	-7.4
MBNL1 CUG block	10.8%	-1.8%
A-T KAP1 phos	-4.1%	-3.8%

The list goes on.
17) CC(C)(C)C(=O)Nc1sc2c(c1C#N)CCC2
18) CCc1nnc(NS(=O)(=O)c2ccc(Nc3ccc4nonc4c3[N+](=O)[O-])cc2)s1
19) COc1ccc(NC(C)C(=O)N/N=C/c2ccc([N+](=O)[O-])s2)cc1 (stereo not given)
20) O=C(Nc1ccc(N2CCOCC2)cc1)c1ccc(-c2ccccc2[N+](=O)[O-])o1
21) Cc1ccc(Cn2c(C(C)Nc3nc(-c4ccc(F)cc4)cs3)nc3cc(C(=O)NCCCO)ccc32)cc1 (stereo not given)
22) Cc1ccc(CCNC(=O)C2CCCN(S(=O)(=O)c3cccs3)C2)cc1 (stereo not given)
23) CCCn1c(Nc2ccccc2)nc2ccccc21
24) Cc1c(C(=O)NC(C)CCc2ccccc2)cccc1[N+](=O)[O-] (stereo not given)
Assay by compound	17	18	19	20	21	22	23	24
MLL CXXC-DNA inh	-5.8%	-1.4%	-9.8%	-1.7%	nt	-5.0%	2.3%	-1.8%
a7 integrin act	-11.2%	4.3%	-50.9%[inhibitor]	-16.2%	-4.0%	-38.3%	10.8%	13.7%
Coupling enz	2.0	4.0	0.7	-2.7	nt	0.6	1.0	1.4
GALK inhibitor	11.1%	-0.3%	15.8%	-2.6%	nt	-3.6%	0.4%	-1.1%
KCNH2 3.1 block	-13.4	-8.3	-2.9	-5.8	13.9	11.1	9.4	7.0
S-ASM inh	0.3%	1.3%	-8.5%	-5.3%	?	-3.0%	-1.9%	-0.3%
TRPV1 ag	12.8	2.1	3.6	-3.8	nt	27.7	-0.5	9.6
hERG WT inh	1.3	-3.7	6.3	-8.6	3.5	-2.6	2.6	-9.5
MBNL1 CUG block	-2.8%	?	?	?	nt	-4.6%	-3.4%	17.6%
A-T KAP1 phos	7.0%	-4.7%	-3.8%	-6.0%	nt	4.7%	-4.1%	2.9%

25) O=C(C[n+]1ccccc1)N/N=C/c1ccc(F)cc1
26) Cc1cn(C2C=CC(CO)O2)c(=O)[nH]c1=O (stereo not given)
27) CCOc1cccc(CN2CCC(n3nccc3NC(=O)c3ccc4c(c3)OCO4)CC2)c1
28) COc1cc2c(c(NC(C)=O)c1)N(C(C)=O)CCC2
29) C/C(=N\Nc1nc2ccccc2[nH]1)c1cc2ccccc2o1
30) OC(CN1C2=NCCN2c2ccccc21)c1ccccc1 (stereo not given)
31) N=c1c(C(=O)NC2CCCCC2)cc2c(=O)n3ccccc3nc2n1Cc1ccc(F)cc1
32) O=C(c1n[nH]c(=O)c2ccccc12)N1CCN(C2c3ccccc3-c3ccccc32)CC1
Assay by compound	25	26	27	28	29	30	31	32
MLL CXXC-DNA inh	-5.3%	3.6%	8.7%	nt	5.3%	-8.3%	1.3%	14.2%
a7 integrin act	-12.5%	-4.5%	-25.3%	-5.0%	-39.6%	-6.9%	7.4%	-20.2%
Coupling enz	0.3	0.1	nt	nt	-2.0	-1.1	0.7	-1.8
GALK inhibitor	0.5%	1.2%	-8.2%	nt	-1.3%	-2.9%	6.9%	-0.2%
KCNH2 3.1 block	24.7	4.0	-5.3	2.6	-16.9	-24.8	?	-8.1
S-ASM inh	-3.4%	-0.4%	0.6%	0.6%	-0.1%	-0.8%	8.2%	-7.1%
TRPV1 ag	-1.0	5.6	2.3	nt	9.4	-0.1	-4.0	-5.1
hERG WT inh	2.7	-7.8	18.7	-7.4	3.8	2.7	3.9	19.6
MBNL1 CUG block	1.1%	-3.3%	-15.0%	nt	10.0%	-11.5%	8.1%	-2.3%
A-T KAP1 phos	0.5%	-0.4%	5.8%	nt	0.4%	-2.4%	-3.3%	-4.8%

33) CCCC[C@]12Cc3cc(OC)c(OC)cc3C(O1)c1c(cc(-c3ccccc3)oc1=O)O2
34) CC(=O)Nc1ccc2c(c1)nc1n2CCN(C(C)c2ccccc2)C1 (stereo not given)
35) CC(C)(C)C(=O)NC(=S)Nc1cc(C(F)(F)F)ccc1N1CCOCC1
36) O=C(CSc1ncn[nH]1)N1N=C2/C(=C/c3ccccc3)CCCC2C1c1ccccc1 (stereo not given)
Assay by compound	33	34	35	36
MLL CXXC-DNA inh	-11.2%[23 µM]	9.1%	-1.5%	0.2%
a7 integrin act	nt	-23.2%	-39.9%	-3.3%
Coupling enz	-0.7	-0.6	-1.5	4.0
GALK inhibitor	nt	2.3%	1.4%	0.2%
KCNH2 3.1 block	nt	5.2	-2.2	20.0
S-ASM inh	nt	65.0%[activator]	-7.7%	-15.3%
TRPV1 ag	i	-0.3	?	-5.2
hERG WT inh	nt	-12.3	0.1	-1.8
MBNL1 CUG block	-6.4%[11.5 µM]	2.5%	-1.5%	12.5%
A-T KAP1 phos	11.7%[11.5 µM]	0.2%	0.0%	4.0%

Source: PubChem
